# High-throughput results (PubChem BioAssay)
# RBBP9 inh – blocks human serine hydrolase RBBP9; recombinant RBBP9, FP-Rh probe fluorescence polarization; inhibition, % at 7.94 µM; hit rate 0.2% among 220,000;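 active = inhibition above the campaign mean of all tested compounds plus 3 SD, cut at about 14% in these data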;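 note: plate controls were DMSO wells with RBBP9 for no effect and wells lacking RBBP9 protein for full effect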
# Target sequence (O75884 whole entry, looked up): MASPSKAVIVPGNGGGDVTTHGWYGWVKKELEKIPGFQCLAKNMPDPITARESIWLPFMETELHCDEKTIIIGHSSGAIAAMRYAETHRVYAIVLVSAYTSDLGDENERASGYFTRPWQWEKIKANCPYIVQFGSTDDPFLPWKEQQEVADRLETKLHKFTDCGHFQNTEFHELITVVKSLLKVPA
#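 Material: RBBP9 protein. Amount: RBBP9 at 2.5 µM in dispensed solution, before mixing. Schedule: 30 min then 45 min, 25 °C. Medium: Tris buffer pH 8.0, NaCl, Pluronic. Measured by: fluorescence polarization. Measure: percent inhibition from mP, scaled between DMSO and no-protein wells. Replication: one well per compound.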
# p97 ATPase inh – inhibitors of human p97 ATPase. P55072. inhibition, % at 8 µM. recombinant p97 ATPase, Kinase-Glo ATP luminescence, 3 h. AID 1481. hit rate 0.42% among 220,000; in the data active = inhibition above about 15%;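 note: 0% = DMSO vehicle and 100% = wells lacking enzyme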
# Runt-SMMHC FRET – blocks binding of human RUNX1 Runt domain to CBFb-SMMHC. hit rate 0.74% among 220,000. inhibition, % at 20 µM. Cerulean-Runt/Venus-CBFb-SMMHC FRET ratio 530/480, 1 h;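 active = mean inhibition across duplicate retests at 20 µM reaching about 50%, limit read from the data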;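 note: 0% = DMSO wells and 100% = wells with excess untagged CBFb-SMMHC; inhibitors lower the FRET ratio by blocking Runt binding to CBFb-SMMHC; some results filed as inactive read as strong as hits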
# Target sequence (Q01196 whole entry, looked up, the tested form may be a part): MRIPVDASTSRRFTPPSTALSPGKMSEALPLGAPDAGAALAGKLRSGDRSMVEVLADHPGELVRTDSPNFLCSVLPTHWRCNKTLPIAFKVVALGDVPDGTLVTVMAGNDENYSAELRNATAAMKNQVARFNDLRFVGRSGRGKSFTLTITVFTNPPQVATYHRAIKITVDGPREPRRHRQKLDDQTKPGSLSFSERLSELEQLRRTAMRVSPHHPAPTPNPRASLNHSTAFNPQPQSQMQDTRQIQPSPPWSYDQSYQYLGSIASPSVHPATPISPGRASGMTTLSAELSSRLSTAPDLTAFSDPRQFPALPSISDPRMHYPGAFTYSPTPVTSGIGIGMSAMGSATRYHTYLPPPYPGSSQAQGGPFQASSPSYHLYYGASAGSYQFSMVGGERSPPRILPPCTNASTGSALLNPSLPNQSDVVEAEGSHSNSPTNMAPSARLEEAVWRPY
# Target sequence (Q13951 whole entry, looked up, the tested form may be a part): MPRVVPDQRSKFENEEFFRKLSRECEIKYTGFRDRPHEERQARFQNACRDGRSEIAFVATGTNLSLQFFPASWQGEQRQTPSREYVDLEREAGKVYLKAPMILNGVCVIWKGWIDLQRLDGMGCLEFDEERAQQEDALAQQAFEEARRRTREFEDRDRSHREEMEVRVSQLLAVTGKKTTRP
# Furin inh – blocks human furin protease activity. purified furin, fluorogenic substrate cleavage. inhibition, % at 30 µM. hit rate 0.061% among 220,000. AID 463115; in the data active = inhibition above about 25%; note: inactives centre near -15
# Tb hexokinase – T. brucei hexokinase 1 inhibition. recombinant TbHK1, G6PDH-coupled NADH A340. inhibition, % at 10 µM. hit rate 0.11% among 220,000. AID 1430;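 active = inhibition of 50% or more in the single-dose primary screen; inactive = inhibition below 50%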
# Runt-CBFb FRET – Runt domain-CBFb interaction inhibition. Q01196+Q13951. Cerulean-Runt/Venus-CBFb FRET ratio 530/480, 1 h. inhibition, % at 20 µM. hit rate 0.46% among 220,000. AID 1496;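 active = inhibition over about 50% at 20 µM in the single-dose screen, limit read from the data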;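 note: 0% = DMSO wells and 100% = excess unlabeled CBFb competitor control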
#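 test system = Cerulean-tagged RUNX1 Runt domain (FRET donor) fusion protein | reagent = Venus-CBFb binding partner, 100 nM | incubation = protein complex preformed 1 h, compound exposure 1 h, room temperature, dark | detection = FRET fluorescence | read-out basis = loss of energy transfer signal | controls = 5 µM unlabeled CBFb as full-inhibition high control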
# Calpain2 inh – calpain II (pig) inhibition | purified calpain II, fluorogenic peptide substrate, 30 min | inhibition, % at 16 µM | hit rate 0.37% among 220,000;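 active = inhibition above about 50%, limit read from the data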
# EBV gp42 block – blocks Epstein-Barr virus glycoprotein 42 binding; Fluorescence polarization binding assay, mP read-out; inhibition, % (tested at 21.74 µM); hit rate 0.42% among 220,000; AID 1085; in the data active = inhibition above about 50%
# Target sequence (Q1HVG2 whole entry, looked up): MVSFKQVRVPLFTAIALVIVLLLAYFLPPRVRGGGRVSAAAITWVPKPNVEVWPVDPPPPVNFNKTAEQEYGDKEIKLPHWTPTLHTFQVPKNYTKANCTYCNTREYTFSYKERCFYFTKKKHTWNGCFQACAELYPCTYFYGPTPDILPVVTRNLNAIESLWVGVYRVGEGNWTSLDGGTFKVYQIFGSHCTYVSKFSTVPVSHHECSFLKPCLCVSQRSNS
# p47phox inh – p47phox (human) inhibition; AID 1274; p47phox/p22phox peptide binding, fluorescence polarization, 2 h; inhibition, % at 24.7 µM; P14598; hit rate 0.53% among 220,000;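 active = inhibition above about 30%, limit read from the data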;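 note: 0% = p47phox with labelled peptide and 100% = labelled peptide alone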
# * marks the source's active call; other numbers are inactive results; i = inactive; x = not tested or not shown; [ ] = another dose, or the depositor's remark.
RBBP9 inh	p97 ATPase inh	Runt-SMMHC FRET	Furin inh	Tb hexokinase	Runt-CBFb FRET	Calpain2 inh	EBV gp42 block	p47phox inh	Structure
6	4	28	-30	-9	40	-148	-6	-12	COc1cc(C2c3c([nH]c(=O)[nH]c3=O)Nc3ccc4ccccc4c32)cc(OC)c1OC (stereo not given)
1	7	-3	-14	-11	0	-19	-3	-16	O=C(Nc1nccs1)c1ccc(S(=O)(=O)N2CCCCC2)cc1
5	0	1	-32	-3	1	-4	-9	x	O=C(COC(=O)c1ccccc1O)NCCCc1ccccc1
-14	3	-2	-17	-2	2	5	-19	-48	COc1cccc(-c2nn(-c3ccccc3)cc2C(=O)OCC(=O)Nc2ncc(Cl)cc2Cl)c1
-3	-7	0	-9	4	0	1	-17	-16	c1ccc(Cn2nnnc2C(c2cccs2)N2CCc3ccccc3C2)cc1 (stereo not given)
-8	-1	-1	-9[20 µM]	2	-1	-19	-18	-12	Cn1c(=O)[nH]c(=O)c2c1nc(NC1CCCCC1)n2CC(=O)NC1CCCCC1
4	4	4	-12	-10	12	-13	-19	-12	CN(C)c1ccc(CN(C(=O)COc2ccccc2)C2CCS(=O)(=O)C2)cc1 (stereo not given)
5	-5	1	-22	-11	-3	25	-10	-1	CC(C)CN(C(=O)COC(=O)c1ccccc1SCC(=O)NC1CCCCCC1)C1CCS(=O)(=O)C1 (stereo not given)
-4	-6	1	-26	5	0	18	-1	-8	O=C(Nc1cccc(F)c1)c1ccco1
-1	1	2	-20	-21	4	10	-18	-2	COc1cc([N+](=O)[O-])ccc1NC(=O)/C=C\C(=O)O
1	-6	0	-8	-2	-4	-22	3	-1	Cc1ccc(NC(=O)N2Cc3ccccc3CC2C(=O)NC(C)(C)C)cc1 (stereo not given)
1	0	14	-10	-1	x	2	-12	-2	Cc1cc(C)c(S(=O)(=O)NCC23C=CC(O2)C2C(=O)N(c4ccccc4)C(=O)C23)c(C)c1 (stereo not given)
0	-3	2	-18[20 µM]	0	1	-26	5	-8	COCCOc1cc(Nc2nnc(C(F)(F)F)s2)c(Cl)cc1Cl
-8	-3	0	-10[20 µM]	-1	-4	-461	0	-4	CCCn1nc2cc(C(=O)NCCCCc3ccccc3)ccc2c1OCC
-9	-3	2	-12[20 µM]	0	-3	2	-14	-9	COc1ccc(-c2noc(-c3ccccc3-c3ccccc3)n2)cc1
-4	3	-1	-15	-5	-2	-26	-8	-8	COc1ccc(C(C)=O)cc1COC(=O)CCCN1C(=O)c2ccccc2C1=O
-3	0	0	-21[20 µM]	-6	1	-12	3	-4	CC(=O)c1cccc(NC(=O)NCc2ccco2)c1
-10	-1	-6	-26	-4	0	-64	-3	-17	Cc1cc(NCCCn2ccnc2)n2nc(-c3ccc(F)cc3)cc2n1
-4	1	5	-20	-21	-1	-67	1	-4	COCC(=O)N(Cc1cc2cc(OC)ccc2[nH]c1=O)c1ccccc1OC
1	-1	0	-10	2	-1	11	-4	0	COc1ccc(CCNC(=O)c2cccc(S(=O)(=O)N3CCCCC3)c2)cc1
4	5	6	-20	-7	8	9	-22	-46	O=C(Nc1ccc(Cl)cc1)Nc1nnc(/C=C/c2ccccc2)s1
0	-1	-3	-10	6	0	1	-28	-56	Cc1c([C@@H]2C[C@H]3CN(Cc4cccc(Cl)c4)C(=O)[C@]34CCCN24)cnn1C
-2	-3	x	-18[20 µM]	-5	x	-50	-15	-24	CC(C)(C)c1cc(NC(=O)CCSc2nnc3ccccn23)cc(C(C)(C)C)c1
4	-2	-1	-19[20 µM]	-5	0	2	-8	-16	O=C(NCC1CCCO1)C(c1cccnc1)N(C(=O)Cc1cccs1)c1ccccc1 (stereo not given)
1	-3	-1	-5	10	0	13	-14	-2	CCOc1ccc(/C=N/OCC(=O)NCc2ccco2)cc1
0	7	2	-20	-3	0	-40	1	-9	CC(=O)N[C@@H](Cc1c[nH]c2ccccc12)C(=O)OCC(=O)Nc1ccc(S(=O)(=O)N(C)C)cc1
-6	3	1	-19	3	-1	36	0	-15	Fc1c(F)c(F)c(N=Cc2ccc3ncccc3c2)c(F)c1F
-4	1	-10	-23	-8	-1	-91	-20	1	O=C1c2cccc3cccc(c23)N1CN1CCN(c2ccccn2)CC1
1	1	1	-26	1	-1	-33	-2	-1	CCOc1ccc(C/C(O)=C2\C(=O)CC(C)(C)CC2=NCC(=O)O)cc1OCC
-44	-8	-4	-12[20 µM]	-5	-5	-13	-33	-36	CCCc1nc2ccccc2c(C(=O)OCC(=O)Nc2cccc(S(=O)(=O)N3CCOCC3)c2)c1CC

# Laid out differently: 2 of the compounds above.
mol | RBBP9 inh | p97 ATPase inh | Runt-SMMHC FRET | Furin inh | Tb hexokinase | Runt-CBFb FRET | Calpain2 inh | EBV gp42 block | p47phox inh
COc1ccc(CCNC(=O)c2cccc(S(=O)(=O)N3CCCCC3)c2)cc1 | 1 | -1 | 0 | -10 | 2 | -1 | 11 | -4 | 0
O=C(Nc1ccc(Cl)cc1)Nc1nnc(/C=C/c2ccccc2)s1 | 4 | 5 | 6 | -20 | -7 | 8 | 9 | -22 | -46

# Further results follow:
RBBP9 inh	p97 ATPase inh	Runt-SMMHC FRET	Furin inh	Tb hexokinase	Runt-CBFb FRET	Calpain2 inh	EBV gp42 block	p47phox inh	Structure
-7	-2	2	-26	1	-1	-1	-11	10	CCNC(=S)Nc1ccc(S(=O)(=O)Nc2cc(C)nc(C)n2)cc1
-9	-1	7	-28[20 µM]	-6	-10	-44	-18	-7	Cc1ccc(C)c(S(=O)(=O)C(C#N)c2nc3ccccc3nc2N2CC(C)OC(C)C2)c1 (stereo not given)
-4	0	3	-16	1	1	-12	-12	-11	O=C1CCCS(=O)(=O)c2ccccc21
-2	-2	-2	-14[20 µM]	-4	0	-26	-4	-14	O=C(Nc1ccc(N2CCN(C(=O)c3ccc(Cl)cc3)CC2)cc1)c1cc2ccccc2o1
-1	2	1	-2[20 µM]	1	1	-12	-21	-7	O=C1c2ccccc2C(=O)N1CC(O)Cn1nnc2ccccc21 (stereo not given)
7	3	-3	1[20 µM]	-2	2	1	-25	-18	CCOc1ccc(Cn2c(O)cc(=O)[nH]c2=O)cc1
-4	-2	3	-20	-3	0	-28	-14	-5	COCCCNC(=O)COc1cc(C)c(Cl)c(C)c1
1	-4	x	-16[20 µM]	4	x	x	x	x	O=C1c2ccccc2C(=O)N1CCCN1CCN(CCCN2C(=O)c3ccccc3C2=O)CC1
-3	-9	0	0	-4	0	16	3	-2	O=C1C=C(Nc2ccccc2)CC(c2ccccc2)C1 (stereo not given)
14	5	x	-31	0	x	-43	-20	-6	O=c1[nH]c2ccccc2c(O)c1Cc1ccccc1
5	-5	-1	-8[20 µM]	0	-1	-140	-12	-13	O=C(COC(=O)c1ccc(S(=O)(=O)Nc2ccccc2)cc1)NCc1ccco1
x	x	-2	-5	-1	1	8	-14	-6	COC(C[C@H](O)C[C@@H](O)[C@H](C)OCc1ccccc1)OC
5	7	1	-16[20 µM]	-20	-2	-1	-8	7	CC1CCCCN1c1nc2nonc2nc1N1CCCCC1C (stereo not given)
0	-6	-1	-16	3	-2	44	9	-113	CCC1COC(c2cccn2Cc2ccccc2Cl)=N1 (stereo not given)
-5	-8	4	-4[20 µM]	-31	-5	1	-12	2	N#CC(C#N)=C1CCc2ccccc2N1
-4	-12	0	-6[20 µM]	10	3	8	-1	-24	O=C(NCc1ccc2c(c1)OCO2)c1ccc(COc2cc(Cl)ccc2Cl)o1
-16	0	10	2[20 µM]	-10	4	4	-9	-18	COc1ccc(/C=C2\N=C(SC)NC2=O)cc1
-7	-3	3	-23[20 µM]	-12	0	15	-2	-2	CC1(C)Cc2ccccc2/C(=C/C(=O)N2CCCCCC2)N1
0	-4	-2	-11	-26	-6	-3	-6	-8	Cc1cc(C)n(-c2cc(C(C)(C)C)nc3c(-c4ccccc4)cnn23)n1
-4	0	0	-12	-27	0	-42	-14	-3	COc1ccc(/C=C/C(=O)N(C)C2CCS(=O)(=O)C2)cc1OC (stereo not given)
7	-5	-27	-14[20 µM]	9	2	18	-12	6	COc1ccc(C)cc1S(=O)(=O)N(C)CC(=O)Nc1ccccc1
-4	-6	5	8[20 µM]	-11	-1	-214	-3	-6	O=C1c2ccccc2NC2(CCCCC2)N1c1ccc(O)cc1
-1	-6	0	-8[20 µM]	-41	-3	i	-10	-16	COc1ccccc1-c1nnc(-c2ccc(N3CCOCC3)cc2)o1
-11	1	-1	-24	17	0	-82	-10	-20	CCOC(=O)N1CC=C2C(C#N)=C(N)C(C#N)(C#N)[C@H](c3ccccc3OCC)[C@H]2C1
-10	-2	2	-22[20 µM]	0	1	-6	-22	-16	Cc1cc(NC(=O)CSc2nnc(-c3cccnc3)n2C2CCCCC2C)no1 (stereo not given)
0	-5	-11	4	-13	-51	65*	0	-2	CC(C)N(Cc1nc(-c2ccc(Cl)cc2)no1)C(=O)CCCN1C(=O)c2ccccc2C1=O
0	4	-3	-13[20 µM]	0	0	3	-14	-8	CN(C1CCCCC1)S(=O)(=O)c1ccc(NC(=O)CCC(=O)O)cc1
2	6	-4	-20[20 µM]	-1	-2	10	-5	6	Cc1sc2nc3n(c(=O)c2c1C)CCCCC3
-23	6	-2	-18[20 µM]	-3	2	-46	6	2	CC(/C=C1\SC(=O)N(CC(=O)Nc2cccc(O)c2)C1=O)=C\c1ccccc1
-13	-5	0	2	4	1	-7	-14	-17	CCCCn1nnnc1NCc1cccc(OC)c1OC
0	-2	-1	-17	6	-2	-8	-4	-1	Cc1csc(SCc2ccccc2C(=O)O)n1
3	-2	0	-10	-26	-2	-6	-22	-8	CCOc1ccc(NC(=O)C(=O)N/N=C/c2cccnc2)cc1
-1	2	5	-9	30	-4	4	-12	-3	O=C(NCc1ccc(Cl)cc1)c1ccc(OCC2CCCO2)cc1 (stereo not given)
-10	-3	0	-20	3	2	54*	4	1	O=C(N/N=C/c1ccc(Cl)c([N+](=O)[O-])c1)C1CC1
-3	7	30	-38	-5	11	-455	-5	-10	CN1c2ccccc2-c2nc3ccccc3n2C1c1cccs1 (stereo not given)
-14	-4	5	1	-2	9	16	3	-12	COc1ccc(C(C[N+](=O)[O-])n2nc(C)cc2C)cc1 (stereo not given)
19*	28*	-11	-9	-8	36	16	3	-6	CN(C)S(=O)(=O)c1cccc(NC(=S)Nc2cccc3cnccc23)c1
-3	7	-4	-18	1	0	8	-9	10	CCN(CC)CCNC(=O)c1cc(S(C)(=O)=O)ccc1OC
-8	-5	0	-11	0	0	-4	-29	-5	COCCn1nnnc1C(c1ccc(OC)cc1)N1CCC(C)CC1 (stereo not given)
-4	5	1	-20	3	-1	-5	-7	-6	CCN(CC)S(=O)(=O)c1ccc(NC(=O)c2cccnc2Cl)c(NC(=O)c2cccnc2Cl)c1
2	2	-1	-13	-4	2	-12	-13	0	COc1cc(Br)c(CCNC(=O)c2ccco2)cc1OC
-8	-1	-1	-17[20 µM]	-3	0	-18	0	-10	O=C(NCc1ccc2c(c1)OCO2)c1c(F)c(F)c(F)c(F)c1F

# Entries listed so far that have a tert-butyl group:
RBBP9 inh	p97 ATPase inh	Runt-SMMHC FRET	Furin inh	Tb hexokinase	Runt-CBFb FRET	Calpain2 inh	EBV gp42 block	p47phox inh	Structure
1	-6	0	-8	-2	-4	-22	3	-1	Cc1ccc(NC(=O)N2Cc3ccccc3CC2C(=O)NC(C)(C)C)cc1 (stereo not given)
-2	-3	x	-18[20 µM]	-5	x	-50	-15	-24	CC(C)(C)c1cc(NC(=O)CCSc2nnc3ccccn23)cc(C(C)(C)C)c1
0	-4	-2	-11	-26	-6	-3	-6	-8	Cc1cc(C)n(-c2cc(C(C)(C)C)nc3c(-c4ccccc4)cnn23)n1
